Bioassay records: PubChem, National Center for Advancing Translational Sciences (NCATS)
D1 potentiator = Potentiators of Human D1 Dopamine Receptor: qHTS | HEK293 TREx D1 cells, calcium flux, dopamine EC20 potentiation | 0.036% of 360,000 active | potentiation, % at 10 µM | D(1A) dopamine receptor (Homo sapiens), P21728; in the data active means potentiation above about 30%; further: 0% is about no effect
D1 ag = Allosteric Agonists of the Human D1 Dopamine Receptor: qHTS; HEK293 T-REx D1 cells, calcium flux, agonist mode; 1% of 360,000 active; activation, % at 2 µM; further: 0% is about no effect
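Inducible HEK293 T-REx D1 cells, force-coupled to calcium signalling, were plated at 4000 cells/well with tetracycline and held overnight at 30 C. After no-wash calcium dye loading, compound-evoked calcium rise over 180 s flagged agonists.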
TRHR agonist = qHTS for Small Molecule Agonists and Allosteric Enhancers of Human TRH Receptor: Primary Screen for Agonists; Thyrotropin-releasing hormone receptor (Homo sapiens), P34981; TRHR cells, calcium flux fluo-8, FDSS agonist mode; activation, % at 2 µM; 0.18% of 360,000 active; further: 0% is about no effect
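Steps: seed TRHR cells overnight; add fluo-8 no-wash Ca dye, RT 30 min–1.5 h; record 10 s baseline; pin-transfer compounds; monitor fluorescence 1 cycle/s for the agonist window. Calcium increases flag candidate agonists.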
TRHR PAM = qHTS for Small Molecule Agonists and Allosteric Enhancers of Human TRH Receptor: Primary Screen for Enhancers | enhancement, % at 2 µM | AID 493056, 2011 | 0.66% of 360,000 active | Thyrotropin-releasing hormone receptor (Homo sapiens), P34981 | TRHR cells, fluo-8 calcium fluorescence, EC20 TRH enhancement; in the data active means enhancement above about 30%; further: 0% is about no effect
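TRHR-expressing cells loaded with fluo-8 calcium dye were read kinetically (ex 480/em 530) during compound addition, then stimulated with an EC20 of TRH (10 nM final). Enhancement of the Gq-mediated intracellular calcium response was scored.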
D2 ag = HTS Assay for Allosteric Agonists of the Human D2 Dopamine Receptor: Primary Screen for Agonists. D(2) dopamine receptor (Homo sapiens), P14416. HEK293 T-REx D2 cells, calcium flux agonist mode. activation, % at 2 µM. 0.53% of 340,000 active. AID 485358, 2010;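 active means activation over 3 SD above normal in the single-dose calcium agonist read, cut at about 30% in these data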; further: 0% is about no effect
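Tetracycline-induced HEK293 T-REx cells with force-coupled D2 receptor, plated overnight at 30 C, loaded with no-wash calcium dye. After a 10 s baseline, compound was pin-added and calcium flux read kinetically for 180 s; calcium rises flagged agonists.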
D2 PAM = HTS Assay for Positive Allosteric Modulators of the Human D2 Dopamine Receptor: Primary Screen for Potentiators | AID 485347, 2010 | D(2) dopamine receptor (Homo sapiens), P14416 | 0.34% of 340,000 active | potentiation, % at 10 µM | HEK293 T-REx D2, calcium flux, EC20 dopamine potentiation;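 active means potentiation over 3 SD above the plate norm, cut at about 30% in these data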; further: 0% is about no effect
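Calcium flux readout, no-wash dye, 1 read/s. Inducible HEK293 Trex D2 line, overnight 30 C. Compound alone 180 s (agonist flags), then EC20 dopamine, another 180 s to score potentiation.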
D1 antagonist = Antagonist of Human D 1 Dopamine Receptor: qHTS; D(1A) dopamine receptor (Homo sapiens), P21728; HEK293 TREx D1 cells, calcium flux, dopamine EC80; active compounds read low; activity change, negative = inhibition, % at 10 µM; 3.2% of 360,000 active; AID 504652, 2011; in the data active means activity change below about -30%; further: on the % scale 0 is the no-effect control and ±100 the full control effect
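Calcium flux readout: force-coupled, inducible Hek293 Trex D1 line, cells induced overnight at 30 C with tetracycline, dye-loaded 30–90 min at RT. Antagonism scored against EC80 dopamine challenge given 180 s after compound.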
D2 antagonist = HTS Assay for Allosteric Antagonists of the Human D2 Dopamine Receptor: Primary Screen for Antagonists; D(2) dopamine receptor (Homo sapiens), P14416; 2% of 340,000 active; inhibition, % at 10 µM; HEK293 TREx D2 cells, calcium flux, dopamine EC80; in the data active means inhibition above about 30%; further: 0% is about no effect
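Inhibition of EC80 dopamine-driven calcium flux, recorded kinetically, defines activity here; cells are a tetracycline-induced HEK293 T-REx line expressing force-coupled D2.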
RXFP1 antagonist = qHTS Assay for Antagonists of the Relaxin Receptor RXFP1 | activity change, negative = inhibition, % at 57.5 µM | 0.59% of 350,000 active | AID 1259400, 2018 | Relaxin receptor 1 (Homo sapiens), Q9HBX9 | HEK293-RXFP1, relaxin-stimulated cAMP HTRF, 30 min; active compounds read low;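 active means activity change of -60% or lower, but not beyond a set lower limit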; further: on the % scale 0 is the no-effect control and ±100 the full control effect
Target sequence (Q9HBX9 whole entry, looked up): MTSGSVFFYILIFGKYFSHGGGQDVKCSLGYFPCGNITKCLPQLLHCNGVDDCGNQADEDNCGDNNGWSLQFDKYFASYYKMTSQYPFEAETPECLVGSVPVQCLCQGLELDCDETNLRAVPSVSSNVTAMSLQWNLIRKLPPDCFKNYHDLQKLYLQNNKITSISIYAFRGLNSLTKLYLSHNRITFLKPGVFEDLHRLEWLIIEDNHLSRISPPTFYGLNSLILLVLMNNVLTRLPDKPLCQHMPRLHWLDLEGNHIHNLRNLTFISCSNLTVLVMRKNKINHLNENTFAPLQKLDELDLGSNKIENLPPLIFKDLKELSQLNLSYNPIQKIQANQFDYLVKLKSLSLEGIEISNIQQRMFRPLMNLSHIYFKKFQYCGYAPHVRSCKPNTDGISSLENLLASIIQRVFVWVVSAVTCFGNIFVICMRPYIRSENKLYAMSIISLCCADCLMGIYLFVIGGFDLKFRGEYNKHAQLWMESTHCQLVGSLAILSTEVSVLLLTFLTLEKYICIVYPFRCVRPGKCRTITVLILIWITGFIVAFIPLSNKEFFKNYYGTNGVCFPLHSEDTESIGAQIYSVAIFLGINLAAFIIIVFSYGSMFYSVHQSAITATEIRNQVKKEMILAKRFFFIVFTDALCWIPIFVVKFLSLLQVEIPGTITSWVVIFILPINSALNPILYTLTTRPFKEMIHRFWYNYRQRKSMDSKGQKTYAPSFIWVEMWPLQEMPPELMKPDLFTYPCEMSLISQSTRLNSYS
Starred values were filed as active, the others as inactive; · = not tested or not shown; & = joins results of further samples. Unless noted, no stated cut-off is given here; in the data, active means activation above about 30%; inactive means the rest.

molecule	D1 ag	D1 antagonist	D2 antagonist	TRHR PAM	D2 ag	TRHR agonist	D2 PAM	RXFP1 antagonist	D1 potentiator
Cc1ccc(CNC(=O)c2ccccc2NS(=O)(=O)c2ccc(Cl)nc2)cc1	20.3	-23.8	14.8	-3.7	0.5	2.4	5.5	-3.5	-5.2
O=[N+]([O-])c1ccc2c(c1)c(-c1ccccc1)nc1nncn12	-1.3	-2.7	-7.9	20.9	2.4	-0.3	-7.3	-7.6	-6.0
CS(=O)(=O)N(CC(=O)NN=C1CCCCCC1)c1ccc(Oc2ccccc2)cc1	4.7	-2.8	-12.6	-6.7	1.0	0.5	30.0	-1.4	2.5
CCCn1c(N)c(Sc2ccc(Cl)cc2)c(=O)n(CCC)c1=O	0.8	-5.1	19.0	-3.1	0.3	-0.4	19.9	-2.2	-5.0
CCOC(=O)c1c(C)cc(=O)oc1C	1.8	-7.2	-6.4	5.1	0.6	0.2	-4.8	2.1	-1.6
CC(C)(C)c1ccc(OCC(=O)O)cc1	0.8&1.5	14.9&12.6	6.7&-7.9	3.0&0.8	-1.4&1.3	0.0&0.2	15.7&9.5	18.1	-0.6&-0.1
CC1Cn2cc(C(=O)Nc3ccccc3C(F)(F)F)c(=O)c3c(Cl)ccc(c32)O1 (stereo not drawn)	7.0	15.9	·	19.5	0.1	0.5	10.2	-2.8	-4.5
Cc1cc(C)cc(N(CC(=O)NCCSCc2ccccc2)S(C)(=O)=O)c1	1.0	11.3	-12.9	-12.7	0.8	-0.3	14.9	7.7	3.2
CC(C)(C)NC(=O)CSc1nnc(NC(=O)CCn2cnc3ccccc3c2=O)s1	-1.1	-16.5	-8.5	-2.8	-1.6	0.9	·	1.5	2.9
COCC1CCCCN1C(=O)c1ccc2nc(Cc3ccc(OC)c(OC)c3)oc2c1 (stereo not drawn)	12.3	0.0	3.2	3.5	0.9	0.7	-4.7	2.9	-10.8
CCN(CC)C(=O)Oc1ccc2c(=O)c(-c3ccc(OC)cc3)c(C)oc2c1	6.1	-24.3	-9.7	0.4	-0.4	-0.4	12.2	-5.1	-6.8
Cc1ccc(CN2CCCC(C(=O)N3CCCC3)C2)cc1 (stereo not drawn)	4.5	4.8	1.7	-3.1	0.6	0.6	-15.1	-4.7	-1.6
O=C(COc1ccccc1)N=C1SC2CS(=O)(=O)CC2N1CCc1ccccc1 (stereo not drawn)	10.3	-5.0	-0.1	-1.1	-0.5	0.1	1.4	-15.2	-3.7
CCN(C(=O)c1ccco1)c1nnc(-c2cccnc2)s1	2.7	-5.6	12.1	-5.7	-0.5	-0.4	-6.7	-5.5	-2.8
C=CCn1c(NC(=O)c2ccccc2)nc2ccccc21	7.9	-14.6	-2.3	-1.2	-1.0	-1.7	9.9	1.2	-12.8
CN1C(=O)CSc2ccc(NC(=O)NCc3ccco3)cc21	3.8	-27.3	-23.4	-4.9	0.2	0.4	-16.0	-9.8	-8.7
Cc1ccc(-c2nnc3sc(-c4ccncc4)nn23)cc1	1.9	4.4	-11.4	3.9	-0.3	0.0	-5.1	-3.2	-2.6
COc1cc(C)nc(NC(=O)NC(=O)c2ccc(C(F)(F)F)cc2)n1	0.5	-5.1	7.2	1.1	0.3	-0.6	1.1	37.3	-1.6
CCc1nnc(NS(=O)(=O)c2ccc(NCc3cc(Cl)ccc3O)cc2)s1	0.6	7.2	13.5	5.6	0.0	0.1	5.7	-3.9	-3.5
Cc1ccc(S(=O)(=O)N2CCN(C(=O)CSc3nccn3C)CC2)cc1	1.5	-20.6	3.3	5.0	0.3	0.3	-1.4	-3.2	-6.2
FC(F)(F)c1cccc(NC(=S)N2CCCC2)c1	0.6	7.3	·	14.7	·	0.5	1.5	-8.5	-2.4
COC(=O)[C@H](Cc1ccccc1)NC(=O)[C@@]1(C)C[C@@H]1[C@@H](NC(=O)OCc1ccccc1)c1ccccc1	7.8	-2.9	4.0	0.4	1.0	0.5	-1.5	·	-9.1
Cc1cc(C)c2c(=O)cc(CSc3nnc(-c4ccccc4)n3C)[nH]c2c1	2.7	-9.6	·	-2.6	-0.3	-0.7	-17.7	-13.2	1.8
CS(=O)(=O)N(CC(=O)Nc1ccccc1C(=O)N1CCCC1)c1cccc([N+](=O)[O-])c1	-0.3	8.4	0.5	10.5	-0.5	-1.2	-19.5	-0.6	11.2
CC(C)CNS(=O)(=O)c1cc(C(=O)N2CCOCC2)c(Cl)cc1Cl	0.5	-8.5	-3.7	3.1	0.5	-0.2	-3.9	-6.4	-5.8
COC(=O)c1sccc1-n1cc(C#N)c(=O)n(C)c1=O	2.1	0.1	-4.5	2.1	1.0	0.7	6.1	-4.6	-0.3
Cc1cc(C)n(CC(=O)NCc2cc(-c3nn(C)c(=O)c4ccccc34)ccc2C)n1	4.8	-0.5	21.5	4.6	-0.2	-0.2	-7.3	-9.4	6.8
COc1ccc(C(CC(=O)O)NC(=O)c2cc3ccccc3oc2=O)cc1OC (stereo not drawn)	-0.4	3.3	·	3.7	-0.1	0.4	5.4	·	-2.0
Nc1cc(N)nc(SCC(=O)NNC(=O)Cc2ccccc2)n1	2.6	24.8	1.7	-3.4	-2.4	0.5	-0.3	-6.9	-6.8
CCOc1ccc(C(=O)OCC(=O)NCCNC(=O)COC(=O)c2ccc(OCC)cc2)cc1	-1.0	-20.1	7.7	9.8	-0.8	-0.9	5.0	-7.9	14.8
CCOc1ccc(C(=O)NCC(=O)N2CCC3(CC2)NCCc2[nH]cnc23)cc1	7.0	-16.0	1.9	6.2	-0.3	0.3	3.2	-14.0	1.8
CC(NC(=O)c1ccccc1OC(F)F)c1ccc(-n2ccnc2)cc1 (stereo not drawn)	-1.0	6.6	8.8	3.4	0.2	1.9	-0.1	-5.8	-13.8
O=C(Nc1ccccc1Cl)NC1(C(=O)NCC2CCCO2)CCCCC1 (stereo not drawn)	1.5	2.5	-2.9	6.2	0.2	-0.2	14.9	3.7	-4.5
Cc1cc(-c2ccccc2)nc(N(C)N)c1S(C)(=O)=O	-1.5	-0.4	-4.9	-4.2	-0.2	0.7	0.0	-9.0	-0.5
Nc1ccccc1SC1CC(=O)N(c2ccc3c(c2)OCO3)C1=O (stereo not drawn)	9.6	-19.3	-0.2	13.3	-0.4	0.0	2.1	-8.2	-0.9
Cc1[nH][nH]c(=O)c1C(c1ccc(O)c(Br)c1)c1c(C)[nH][nH]c1=O	0.8	4.8	6.2	2.9	0.1	0.7	1.9	-0.1	3.0
COc1ccc(/C=N/N(C)C2=NS(=O)(=O)c3ccccc32)cc1	1.3	0.7	11.1	16.2	-0.1	-0.1	2.5	-5.4	0.0
Cc1ccc(CCSCC(=O)O)cn1	3.6	-0.3	-10.4	2.7	2.2	0.8	-4.4	-3.0	2.3
CC(C)Oc1ccc(CNC(=O)c2ccc3c(c2)nc2n3CCCCC2)cc1	1.4	2.9	·	2.1	-0.6	-1.0	·	-18.0	-3.6
COc1ccc(CN(C(=O)c2snc(C(N)=O)c2N)C(C(=O)NC2CCCC2)c2ccco2)cc1 (stereo not drawn)	-0.3	1.2	-6.5	5.6	-0.6	-1.0	-5.6	-3.9	7.2
COC(=O)NCc1c(C)nn(-c2ccccc2)c1-n1cccc1	-2.2	7.1	·	16.2	0.0	-0.8	-0.6	-6.2	-0.8
Cc1cccc(S(=O)(=O)Nc2ccncc2)c1	7.9	7.0	·	-25.4	·	2.0	5.0	-0.4	·
S=c1nc(-c2ccccc2)c(-c2ccccc2)n[nH]1	1.9	1.5	14.5	14.8	0.3	-0.4	-12.7	-5.4	2.4
CC(C)N1CC2=C(OC(N)=C(C#N)C2c2cccnc2)/C(=C/c2cccnc2)C1 (stereo not drawn)	3.5	-5.7	-10.2	34.1*	0.5	0.5	-3.9	8.7	-4.8
O=C(c1ccco1)N1CCN(S(=O)(=O)/C=C/c2ccccc2)CC1	1.3	-0.3	-17.4	-1.7	2.1	-0.7	2.0	-3.6	-0.6
NNC(=O)CCCNc1ncc(C(F)(F)F)cc1Cl	1.5	-0.8	-5.7	8.9	-0.2	0.6	-0.2	3.5	3.4
CCCOC1CCCN(C(=O)c2cc(Cl)c(Cl)cc2C(=O)O)C1 (stereo not drawn)	1.8	7.1	29.1	1.9	0.8	0.4	-9.8	-0.8	-3.0
Cc1noc(C(=O)Nc2cccnc2Cl)c1Cl	1.0	-9.1	4.2	0.7	0.9	0.4	-12.9	6.6	5.2
CC(OC(=O)Cc1c[nH]c2ccccc12)C(=O)Nc1ccccc1[N+](=O)[O-] (stereo not drawn)	3.1	0.1	-16.7	0.0	0.1	-0.3	-7.1	25.0	-4.6
Cc1ccc(C)c(N2CCN(C(=O)c3cc(S(=O)(=O)N4CCOCC4)cn3C)CC2)c1	4.4	-14.6	19.9	3.0	0.7	-0.4	1.6	-26.0	-18.6
O=c1c2cc3c(cc2[nH]c(=S)n1C1CCN(Cc2ccccc2)CC1)OCO3	3.0	-31.8*	-5.4	6.3	-1.3	-1.9	9.8	-15.4	-9.2
CC1=NN(c2ccc(F)cc2)C(=O)C1C(c1cccc(O)c1)c1c(C)[nH]n(-c2ccc(F)cc2)c1=O (stereo not drawn)	12.3	-5.5	4.3	-0.2	0.4	0.9	4.5	-27.6	4.3
